PLCg1 inh – inhibitors of human phospholipase C gamma1; P19174; purified PLC-gamma1, fluorogenic substrate, fluorescence; inhibition, % at 12.2 µM; 370,000 compounds, 0.84% hits; in the data active = inhibition above about 9.5%
DAX1 inh-1 – blocks DAX1 repression of SF-1 activated StAR promoter | HEK293T StAR-luciferase reporter, SF-1/DAX-1 repression relief | inhibition, % at 6.8 µM | 370,000 compounds, 1.1% hits | AID 652010;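 active = inhibition above the mean over all tested compounds plus 3 SD, cut at about 3.6% in these data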;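 also: 0% = DAX-1 cells with DMSO and 100% = cells lacking DAX-1 with DMSO; higher inhibition means more luminescence from relief of DAX-1 repression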
PLC-beta3 inh – blocks human PLC-beta3 enzyme activity. Q01970. Purified PLC-beta3, fluorogenic substrate, fluorescence. inhibition, % at 12.2 µM. 370,000 compounds, 0.18% hits; in the data active = inhibition above about 11%;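 also: 0% = median of compound wells on plate and 100% = full blocker control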
SMARCA2 activ – activators of SMARCA2 function | 370,000 compounds, 1% hits | MG213 cells, MMTV-luciferase reporter, dexamethasone, overnight | activation, % at 9.1 µM | AID 652017; in the data active = activation above about 7.8%;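 also: 0% = vehicle wells and 100% = reference activator wells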
MBD2 inh – MBD2-methylated oligo binding inhibition; TR-FRET, MBD2 binding to methylated oligonucleotide; 370,000 compounds, 0.31% hits; inhibition, % at 4.4 µM; in the data active = inhibition above about 13%
hcDAF12 agonist – activators of H. contortus DAF-12 nuclear receptor; HEK293 hcDAF-12 lit1-tk-luc reporter, luminescence; 0% DMSO, 100% Δ7-dafachronic acid; activation, % at 6.8 µM; 370,000 compounds, 1.4% hits;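 active = activation above the mean of all tested compounds plus 3 SD, cut at about 5.5% in these data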;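 also: 100% = response to 3 µM Δ7-dafachronic acid high control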
ADAM17 inh – inhibitors of human ADAM17; P78536; inhibition, % at 6.95 µM; 370,000 compounds, 0.83% hits; recombinant ADAM17, EDANS/DABCYL FRET peptide cleavage;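 active = inhibition above the mean of compounds lying between control limits plus 3 SD, set per campaign, cut at about 8.5% in these data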;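 also: 0% = DMSO-only wells as the low control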
Target sequence (P78536 215-824 limits assumed): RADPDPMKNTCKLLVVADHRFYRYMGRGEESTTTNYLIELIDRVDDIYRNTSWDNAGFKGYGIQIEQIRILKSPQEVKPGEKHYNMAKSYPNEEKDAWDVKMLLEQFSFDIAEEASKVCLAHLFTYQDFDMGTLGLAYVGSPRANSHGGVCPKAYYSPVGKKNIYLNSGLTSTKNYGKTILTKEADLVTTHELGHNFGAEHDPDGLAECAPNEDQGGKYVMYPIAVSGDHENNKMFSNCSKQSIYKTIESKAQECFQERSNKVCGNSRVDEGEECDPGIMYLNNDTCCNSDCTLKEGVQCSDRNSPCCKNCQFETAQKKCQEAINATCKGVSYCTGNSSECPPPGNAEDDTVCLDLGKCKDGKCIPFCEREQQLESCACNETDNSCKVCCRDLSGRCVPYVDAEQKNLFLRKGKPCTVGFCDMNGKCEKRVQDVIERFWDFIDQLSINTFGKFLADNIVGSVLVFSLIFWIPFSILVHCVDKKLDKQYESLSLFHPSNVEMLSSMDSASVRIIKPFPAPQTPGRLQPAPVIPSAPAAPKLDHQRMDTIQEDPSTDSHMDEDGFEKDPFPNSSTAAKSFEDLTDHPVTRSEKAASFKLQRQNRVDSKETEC
ssDAF-12 act – activators of S. stercoralis DAF-12 nuclear receptor. 370,000 compounds, 1% hits. HEK293 ssDAF-12/GRIP1 lit1-tk-luc reporter, luminescence; % of 3 µM dafachronic acid response. activation, % at 6.8 µM;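 active = activation above the mean over all tested compounds plus 3 SD, cut at about 0.9% in these data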;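 also: 0% = DMSO-only wells and 100% = 3 µM delta7-dafachronic acid wells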
hgDAF12 agonist – agonists of H. glycines DAF-12 nuclear receptor; HEK293 GAL4-hgDAF12 UAS-luciferase reporter, agonist luminescence; normalized to butyrate control; activation, % at 6.8 µM; 370,000 compounds, 1.8% hits; AID 687014;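 active = activation above a cutoff set at the mean of all screened compounds plus 3 SD, cut at about 10% in these data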;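 also: 0% = DMSO wells and 100% = sodium butyrate wells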
DAX1 inh-2 – NR0B1 (DAX1) inhibition; P51843; HEK293 Gal4-DAX1 luciferase reporter, luminescence; inhibition, % at 6.75 µM; 340,000 compounds, 0.99% hits; AID 504766;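 active = inhibition above the mean over all tested compounds plus 3 SD, cut at about 4.2% in these data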;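 also: 0% = DAX1-transfected cells with DMSO and 100% = empty-vector control cells with DMSO; inhibition shows as a rise in luminescence from relieved DAX1 repression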
Target sequence (P51843 207-470 limits assumed): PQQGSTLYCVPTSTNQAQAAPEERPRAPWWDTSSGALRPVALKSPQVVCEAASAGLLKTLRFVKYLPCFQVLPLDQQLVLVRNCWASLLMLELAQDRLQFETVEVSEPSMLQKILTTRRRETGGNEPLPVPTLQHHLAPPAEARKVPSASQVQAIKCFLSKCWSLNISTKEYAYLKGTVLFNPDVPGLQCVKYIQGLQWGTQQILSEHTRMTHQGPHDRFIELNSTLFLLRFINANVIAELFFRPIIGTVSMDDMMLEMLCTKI
Rev-erbA mod – modulates human Rev-erb alpha binding to DNA; Rev-erbα–FITC-DNA binding, fluorescence polarization, 90 min; activity, % at 10 µM; 370,000 compounds, 0.79% hits; AID 1259318;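 active = activity above about 14%, limit read from the data; passing the limit was not always enough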;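 also: 0% = DMSO wells with 35 nM protein and 100% = DMSO wells with 750 nM protein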
Starred values were filed as active, the others as inactive; · = not tested or not shown.

SMILES	PLCg1 inh	DAX1 inh-1	PLC-beta3 inh	SMARCA2 activ	MBD2 inh	hcDAF12 agonist	ADAM17 inh	ssDAF-12 act	hgDAF12 agonist	DAX1 inh-2	Rev-erbA mod
CN(C(=O)CC1C(=O)NCCN1Cc1ccccc1F)C1CCOCC1 (stereo unspecified)	-39	0.0	-43	-1	-8	-0.4	-15	-0.4	0.3	0.6	-2
NC(=O)c1nsc(C(=O)N(c2cccc(O)c2)C(C(=O)NC2CCCC2)c2ccc(Cl)cc2)c1N (stereo unspecified)	-29	-0.2	-39	-3	6	-2.3	-21	-1.6	-1.5	-0.8	-3
CCN1CCN(S(=O)(=O)c2ccc(Cl)c(C(=O)N(C)Cc3ccco3)c2)CC1	1	-0.6	-1	2	0	-1.1	-2	-1.5	-0.3	-0.1	5
O=C(NCCCN1CCOCC1)c1ccc(Cl)c([N+](=O)[O-])c1	-2	-0.4	-3	-1	-2	-0.7	-1	-1.4	3.0	·	-7
O=C(NCC(=O)N1CCOCC1)c1ccc(Br)o1	7	3.7*	-5	0	-2	-0.9	-3	-0.8	1.7	3.1	1
Nc1ccc(N2CCN(CCCCN3C(=O)C4CCCN4C3=O)CC2)cc1 (stereo unspecified)	-10	0.2	-12	3	7	-2.4	-3	-1.2	-2.5	-0.6	1
CNc1nnc(-c2ccc(C)cc2)c2ccccc12	-3	-0.2	-3	-3	2	-1.5	-5	-1.1	-0.8	-0.5	3
CCCCNC(=S)NNC(=O)C12CC3CC(CC(C3)C1)C2	-1	-0.9	1	1	-1	-1.2	-7	-1.1	0.5	1.8	-3
CCCC(=O)N(CC(=O)Nc1sc(C)c(C)c1C(N)=O)Cc1ccccc1	0	-0.1	2	-2	-1	-2.1	-1	0.0	-0.4	-2.8	0
CC(=O)c1ccc(NC(=O)CCC(=O)N2CC(C)Oc3ccc(C)cc32)cc1 (stereo unspecified)	1	-0.9	3	0	-6	-2.1	3	-1.4	-1.6	-0.1	3
O=C(Cc1ccc(Cl)cc1)Nc1cccc2ncccc12	-6	-1.4	-12	-1	0	0.5	1	-0.4	2.8	-0.8	·
CC(C)(C)OC(=O)N1CCC[C@@H]1C(=O)N1CCC[C@@H]1C(=O)NCc1ccccc1	4	-1.0	3	-3	15*	-1.5	-1	-1.0	-1.0	·	-4
CCN1CCN(S(=O)(=O)c2ccc(Cl)c(C(=O)NC3CCCC3)c2)CC1	1	2.0	-4	-3	-6	-0.8	1	-1.2	-0.3	-1.0	-6
CCOc1ccccc1NC(=O)C(OC(=O)c1ccc(O)cc1)c1ccccc1 (stereo unspecified)	-4	-1.2	-1	-1	2	-0.6	9.6*	0.3	-2.1	0.1	4
COc1nc(Nc2ccc3c(c2)OCO3)nc(OC)n1	-3	-0.2	3	-1	-2	-0.5	0	-0.8	1.5	0.2	-3

Overlap with the part before: 6 entries; new compounds follow.
SMILES	PLCg1 inh	DAX1 inh-1	PLC-beta3 inh	SMARCA2 activ	MBD2 inh	hcDAF12 agonist	ADAM17 inh	ssDAF-12 act	hgDAF12 agonist	DAX1 inh-2	Rev-erbA mod
CC(=O)c1ccc(NC(=O)CCC(=O)N2CC(C)Oc3ccc(C)cc32)cc1 (stereo unspecified)	1	-0.9	3	0	-6	-2.1	3	-1.4	-1.6	-0.1	3
O=C(Cc1ccc(Cl)cc1)Nc1cccc2ncccc12	-6	-1.4	-12	-1	0	0.5	1	-0.4	2.8	-0.8	·
CC(C)(C)OC(=O)N1CCC[C@@H]1C(=O)N1CCC[C@@H]1C(=O)NCc1ccccc1	4	-1.0	3	-3	15*	-1.5	-1	-1.0	-1.0	·	-4
CCN1CCN(S(=O)(=O)c2ccc(Cl)c(C(=O)NC3CCCC3)c2)CC1	1	2.0	-4	-3	-6	-0.8	1	-1.2	-0.3	-1.0	-6
CCOc1ccccc1NC(=O)C(OC(=O)c1ccc(O)cc1)c1ccccc1 (stereo unspecified)	-4	-1.2	-1	-1	2	-0.6	9.6*	0.3	-2.1	0.1	4
COc1nc(Nc2ccc3c(c2)OCO3)nc(OC)n1	-3	-0.2	3	-1	-2	-0.5	0	-0.8	1.5	0.2	-3
Cc1oc(-c2cccc(F)c2)nc1CN(Cc1ccccc1)C[C@@H]1CCC(=O)N1	0	-0.4	0	1	-1	0.1	-3	-1.2	-0.6	-0.1	7
COCc1cc(=O)[nH]c(Nc2nc3ccc(C)cc3o2)n1	-7	-2.1	-9	3	-5	0.2	-4	-1.2	-6.2	-1.2	-5
Nn1c(SC/C=C/c2ccccc2)nnc1-c1ccncc1	-1	-0.7	2	2	0	1.2	0	-1.1	-1.1	-1.1	-1
CCN(CC)c1ccc(/C=C2/C(=O)c3ccc(C(=O)O)cc3C2=O)cc1	2	-0.1	-5	1	-13	0.2	1	-0.4	-2.8	-0.3	1
NNC(=O)c1cccc(COCC(F)(F)C(F)F)c1	0	0.7	-2	-2	-3	1.2	1	-1.1	-0.7	0.7	-2
CCOc1ccc(CCNC(=O)COC(=O)c2ccc[nH]c2=O)cc1OCC	2	-0.4	-1	2	-6	-0.4	-1	-1.1	-0.1	-0.3	-7
CCCC(=O)Nc1c(-c2ccc(C)cc2)c(=O)c2ccccc2n1C	-3	0.1	-9	-1	3	1.1	-17	-0.9	1.5	-0.3	-4
CCN(CC)c1ccc(/C=N/N2CCN(c3ccccn3)CC2)cc1	-1	-0.2	-9	0	1	-1.3	-3	-0.4	1.4	1.2	5
C=CCn1c(SCC(=O)NCC2CCCO2)nc2sc(C)c(C)c2c1=O (stereo unspecified)	-2	-1.7	-2	0	1	-0.9	-3	2.7*	-1.0	0.1	-6
CN(CC(=O)Nc1ccc(C#N)cc1)CC(=O)Nc1ccc(N2CCOCC2)cc1	3	0.5	2	1	5	-1.0	3	-1.1	1.4	0.4	-3
CC(C)C(=O)Nc1ccc(-c2nc3cccnc3o2)cc1	-151	4.5*	-178	6	-2	5.9*	-466	-0.1	13*	-0.2	-1
CC1=Nc2ccccc2N=C(NC(=O)c2ccccc2)C1c1ccc(Cl)cc1 (stereo unspecified)	-1	1.6	-3	-4	-3	-0.3	-4	-0.3	18*	0.5	4
COCC(=O)Nc1ccccc1C#N	4	0.2	3	-7	-1	-0.6	1	-0.9	3.1	-0.6	-1
CCN(CC)C(=O)CSc1nnc([C@@H](N)Cc2ccccc2)o1	1	1.5	3	-2	1	0.6	1	-1.9	-1.9	0.6	5
O=C(Nc1ccc(F)c(F)c1)c1cc(S(=O)(=O)N2CCN(c3ccccn3)CC2)ccc1F	9	-1.4	8	-5	-4	-3.2	9.6*	-1.8	-0.1	-1.9	-1

As entered above.
CN(CC(=O)Nc1ccc(C#N)cc1)CC(=O)Nc1ccc(N2CCOCC2)cc1 in PLC-beta3 inh → 2
C=CCn1c(SCC(=O)NCC2CCCO2)nc2sc(C)c(C)c2c1=O (stereo unspecified) in ADAM17 inh → -3

(cont.)
SMILES	PLCg1 inh	DAX1 inh-1	PLC-beta3 inh	SMARCA2 activ	MBD2 inh	hcDAF12 agonist	ADAM17 inh	ssDAF-12 act	hgDAF12 agonist	DAX1 inh-2	Rev-erbA mod
COc1ccccc1Sc1nc(-c2ccccn2)ncc1OC	-3	-1.1	0	1	9	-3.0	-1	-1.7	-5.1	-3.1	3
COC(=O)C[C@H]1CC[C@@H]2[C@@H](COc3ccc(NC(=O)c4ccccc4)cc3C(=O)N2C)O1	2	0.2	4	-4	-4	0.2	-2	-0.3	3.2	·	-4
O=C(COC(=O)CCNS(=O)(=O)c1cccs1)Nc1cc(C(F)(F)F)ccc1Cl	1	-1.1	-8	-2	1	1.1	0	-1.2	-3.1	1.3	8
CN1CCN(C2Cc3ccccc3Sc3cc(C(F)(F)F)ccc32)CC1 (stereo unspecified)	4	-0.2	-2	-6	0	0.2	1	-0.5	0.8	·	4
COc1ccc2cc(-c3[nH]ncc3CNCCn3nc(C)cc3C)ccc2c1	-3	1.0	-5	0	0	-1.5	2	-1.7	-1.9	-0.6	7
CS(=O)(=O)c1ccc(C(=O)OCC(=O)N2CCN(CCC3CCCCC3)CC2)cc1[N+](=O)[O-]	4	-2.0	2	-11	-3	-1.3	-3	-0.8	-5.3	·	-10
CCCCCCCCCCCC(=O)c1c(O)cccc1O	1	1.0	3	0	4	1.3	3	0.1	-2.1	3.9	-5
NC(=O)c1ccccc1Nc1nc(NCCO)nc(N2CCCC2)n1	-14	0.7	-14	4	1	-1.3	-10	-1.2	0.0	4.4*	-2
NNC(=O)CN1CCN(c2ncc(C(F)(F)F)cc2Cl)CC1	-4	-0.6	-2	-1	-1	1.7	3	-1.2	5.8	0.7	-2
Cc1ccccc1-n1cc(CNCc2c(C(=O)N(C)C)nc3ccc(Cl)cn23)cn1	-2	-0.1	-8	3	-8	-1.7	1	-1.0	-2.8	1.1	-2
Cc1c(C(=O)O)oc2c1C(O)CCC2 (stereo unspecified)	4	-0.3	4	4	-3	-1.7	2	-1.0	1.3	-0.8	-2
COCCN(C(=S)Nc1ccc(OC)c(Cl)c1)C1CCN(C(C)=O)CC1	4	-0.4	6	-6	5	-2.0	1	-1.3	0.7	-0.1	5
O=C(NCc1cccnc1)C(=O)NC1CCCCC1	1	0.5	1	1	-2	5.3	2	-0.4	3.0	0.6	2
CC1(C(=O)Nc2ccc(Cl)c(C(F)(F)F)c2)Cc2c(-c3ccc(C(N)=O)cc3)ccnc2O1 (stereo unspecified)	1	-0.1	1	2	0	0.0	-2	-0.9	0.7	·	1
Cn1cc(C2(C)CCOc3ccccc32)c2ccccc21 (stereo unspecified)	-3	2.0	-4	0	-2	1.2	-4	-0.5	3.8	·	8
O=C(N/N=C/c1sc(N2CCOCC2)nc1-c1ccccc1)c1ccccc1Cl	0	-0.2	3	3	3	-1.2	0	-1.2	1.5	0.1	1

Screening data (PubChem)
